Screening results deposited in PubChem by National Center for Advancing Translational Sciences (NCATS).
GLP-1R inv ag: acts as inverse agonist at human GLP-1 receptor; P43220; HEK293 GLP-1R CRE-luciferase, luminescence, 24 h; GLP-1R form is constitutively active; Potency, µM (highest dose often 38.3 µM), without a hit: at the highest dose activity change, negative = inhibition, most hits filed as inhibitors; 1.6% of 410,000 active; AID 624417; note: % is set by controls: 0 for no effect and ±100 for the full control effect; nearly all actives have a fitted effect of over 55% in size
Target sequence (P43220 whole entry, looked up): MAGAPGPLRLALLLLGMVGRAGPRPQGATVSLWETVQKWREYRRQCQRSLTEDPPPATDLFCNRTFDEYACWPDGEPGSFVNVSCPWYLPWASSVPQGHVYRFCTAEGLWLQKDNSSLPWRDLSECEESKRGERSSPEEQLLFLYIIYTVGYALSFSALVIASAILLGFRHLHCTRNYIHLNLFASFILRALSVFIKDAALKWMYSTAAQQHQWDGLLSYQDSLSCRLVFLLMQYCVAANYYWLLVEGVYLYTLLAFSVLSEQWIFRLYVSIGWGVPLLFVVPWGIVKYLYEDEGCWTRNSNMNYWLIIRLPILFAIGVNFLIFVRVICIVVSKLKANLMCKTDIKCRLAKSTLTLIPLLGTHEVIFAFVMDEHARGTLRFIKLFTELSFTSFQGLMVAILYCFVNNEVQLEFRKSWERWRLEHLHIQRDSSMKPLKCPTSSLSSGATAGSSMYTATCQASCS
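GLP-1R inverse agonism mode: basal reporter luminescence in engineered HEK293 cells measured after one day of compound exposure at 37 deg C, with a 12 min room-temperature detection step.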
GLP1R ag: agonists of human GLP-1 receptor | P43220 | HEK293 GLP-1R CRE-luciferase, luminescence, 4-6 h; cells express a hypersensitive GLP-1R form | Potency, µM (highest dose often 45.6 µM), without a hit: at the top dose activation, most hits filed as activators | 0.007% of 380,000 active | AID 624172; note: % of control where 0% means no effect
TDP-43 yeast inh: TDP-43 toxicity inhibition in yeast; TDP-43 expressing yeast growth rescue, BacTiter-Glo, 24 h; 1.8% of 410,000 active; Potency, µM (highest dose often 46.1 µM), for the others: at the highest dose growth rescue (activation), hits mostly activators; note: % of control where 0% means no effect; nearly all actives have a fitted effect of over 50% in size
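In this qHTS, compounds that restore growth of yeast expressing TDP-43 appear as activators. Cells (OD600=0.02, galactose medium, raffinose-pregrown) are incubated with compound 24 hr at 30 deg C and growth is quantified by BacTiter-Glo.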
SW480 rereplic: DNA re-replication induction in SW480 cells; SW480 DNA re-replication, Hoechst DNA content imaging, 48 h; Potency, µM (top dose mostly 46.1 µM), for the others: top-dose re-replication activation, actives largely listed as activators; 1.8% of 340,000 active; AID 624297; note: % of control where 0% means no effect; nearly all actives have a fitted effect of over 55% in size
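Image-based read-out: total Hoechst fluorescence of nuclei (405 nm excitation, 500-530 nm emission), with hits raising the fraction of high-intensity nuclei. SW480 colon cells incubated 48 hr with compounds at 37 C.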
HT1080 IDH1KD tx: toxicity to HT-1080 IDH1 knockdown cells (counter line) | HT-1080 IDH1 knockdown viability, ATP luminescence, 48 h | Potency, µM (titrated, usually from 46.1 µM), without a hit: top-dose activity, negative = toxicity, hits mostly cytotoxic | 2% of 360,000 active;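 note: 0% = DMSO wells and -100% = cell-free medium wells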
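HT-1080-IDH1KD cells (IDH1 knocked down), 750/well in RPMI with 5% FBS, treated with compound 48 h at 37 degrees C. Viability by CellTiter-Glo luminescence, normalised to DMSO and no-cell wells; concentration-response curves classed.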
KB-V1 cytotox: kills drug-selected multidrug resistant KB-V1 cells; Potency, µM (doses to about 46.1 µM), without a hit: top-dose activity change, negative = cytotoxicity, most hits filed as cytotoxic; KB-V1 MDR cells viability, CellTiter-Glo, 72 h; AID 1347076; 3.4% of 400,000 active; note: % is set by controls: 0 for no effect and ±100 for the full control effect; nearly all actives have a fitted effect of over 60% in size
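In this primary screen, KB-V1 cells overexpressing P-gp are incubated with library compounds (lowest to highest concentration) for 72 h at 37 degrees C before a luminescent ATP viability read.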
GLP1R cytotox: cytotoxicity in counter-screen for GLP-1R inverse agonists; 0.13% of 410,000 active; AID 624418; HEK293 cAMP-luciferase reporter cells, luminescence, 24 h; Potency, µM (highest dose often 38.3 µM), for the others: top-dose activity change, negative = inhibition, actives largely listed as inhibitors;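 note: loss of luciferase light is scored as toxicity; % is set by controls: 0 for no effect and ±100 for the full control effect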
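Luminescence readout: signal drop marks cytotoxicity. Plated cells grew 12 h at 37 °C, 5% CO2, received 23 nL compound for 24 h, then got luciferase reagent, read after 12 min at RT.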
KB-3-1 cytotox: KB-3-1 parental cell cytotoxicity; KB-3-1 viability, CellTiter-Glo ATP luminescence, 72 h; Potency, µM (doses to about 46.1 µM), for the others: top-dose activity change, negative = cytotoxic, usual class: cytotoxic; 1.4% of 400,000 active; AID 1347075; note: % is set by controls: 0 for no effect and ±100 for the full control effect; nearly all actives have a fitted effect of over 60% in size
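KB-3-1 cells, DMEM (no phenol red) + 10% FBS; compound by pin transfer, 72 h, 37 °C. Readout: CellTiter-Glo luminescence after 10 min. Data normalized, curve-fitted.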
HT1080NT lethal: kills 2HG-producing HT-1080-NT fibrosarcoma cells; HT-1080-NT fibrosarcoma viability, CellTiter-Glo ATP luminescence, 48 h; 1.6% of 360,000 active; AID 686970; Potency, µM (top dose mostly 46.1 µM), inactives show at the highest dose activity, negative = less viability, hits mostly cytotoxic;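 note: NT is the 2HG producing partner of a matched IDH1 knockdown line; 0% = DMSO-treated cells and -100% = media-only wells without cells; nearly all actives have a fitted effect of over 55% in size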
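Read-out is CellTiter-Glo luminescence after 10 minutes at room temperature, following 48 hours' compound treatment of HT-1080-NT cells (750 cells/well, RPMI, 5% FBS, 37 degrees C).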
* marks the source's active call; other numbers are inactive results; ? = inconclusive; . = no result given; [ ] = another dose, or the depositor's remark. Calls come from the whole dose curve; as a rule, active = well fitted curve in the direction sought with a large enough effect; inconclusive = small, poorly fitted or top-dose-only effect, or another doubt; inactive = no such curve, though single readings can be large; an effect the other way counts as inactive or inconclusive. Potency is the fitted concentration of half-maximal effect. Not a hit list (roughly 9.4% active in at least one column).

structure,GLP-1R inv ag,GLP1R ag,TDP-43 yeast inh,SW480 rereplic,HT1080 IDH1KD tx,KB-V1 cytotox,GLP1R cytotox,KB-3-1 cytotox,HT1080NT lethal
COc1cc(/C=N/NC(=O)C2=NNC(=O)C2C)ccc1O (stereo not drawn),1%,-1%,23%,-1%,7%,0%,4%,5%,2%
CCN(CC)CCCNC(=O)C(C)n1nc(C)n2c(cc3occc32)c1=O (stereo not drawn),-14%,.,7%,.,.,9%,-7%,2%,.
COC(=O)c1[nH]c2ccc(F)cc2c1NC(=O)C1=COCCO1,12%,7%,-1%,-9%,12%[9.24 µM],-22%,-3%,0%,4%
CC(C)N1CCc2c(sc(NC(=O)CN3C(=O)c4ccccc4C3=O)c2C(N)=O)C1,4%,0%,-3%,-22%,13%,1%,72%[activator],-1%,?
CCOC(=O)c1c(-c2ccccc2)oc2ccc(NS(=O)(=O)c3ccc(C)cc3C)cc12,?,.,15%,.,.,-8%,-4%,1%,.
Cc1[nH]c2ccccc2c1C(=O)/C=C/c1ccccc1Cl,?,0%,2%,19%,-20%,?,-20%,0%,?
COc1ccc(NC(=O)C2Cc3c(-c4ccc(Cl)cc4)ccnc3O2)cc1OC (stereo not drawn),22%,15%,35µM*,.,?,-6%,4%,-4%,-7%
COc1ccc(NC(=O)CCC(=O)Nc2nnc(C(F)(F)F)s2)c(OC)c1,-11%,-1%,-8%,-4%,7%,-2%,0%,6%,20%
CC(C)C[C@H]1COCCS(=O)(=O)N1Cc1cccc(F)c1,4%,-9%,36%,-36%[inhibitor][9.22 µM],9%,0%,-7%,11%,19%
CCNc1ccc([N+](=O)[O-])cc1,-7%,3%,3%,3%,11%,26%,?,-8%,11%
O=C(CCCCCNC(=O)c1ccccc1)N/N=C/c1ccc(F)cc1,52%[activator],12%,-8%[0.397 µM],-8%,2%,-7%,0%,9%,2%
C[C@@H](C(=O)Nc1ccc2ccccc2c1)[C@@H]1C[C@@]1(C)[C@@H](NC(=O)c1cnccn1)c1ccccc1,-6%,4%,-1%,?,-30%,-7%,-9%,-9%,-22%
O=C(/C=C/[C@H]1O[C@@H](n2ccc(=O)[nH]c2=O)[C@H](O)[C@@H]1O)N[C@@H](Cc1ccccc1)C(=O)O,29%,-3%,11%,.,11%,10%,5%,0%,17%
Cc1cn(C(=O)c2ccccc2)c(=S)n1-c1ccc(Cl)cc1,-7%,6%,?,23%,-15%,?,6%,-13%,-9%
CSC1=NC(C)(C)C=C(/C=C/c2ccc(Cl)cc2)N1,?,3%,-1%,0.65µM*,?,?,?,-84%,23µM*
COC(=O)CSc1nnc(COc2cccc3ccccc23)o1,-23%,0%,?,12%,1%,15%,-15%,13%,-2%
CCN1C(=O)CSc2ccc(C(=O)OC)cc21,3%,-5%,12%,-6%,5%,4%,-5%,4%,0%
C#CCn1cc(/C=N/NC(=O)COc2cccc3cccnc23)c2ccccc21,6%,2%,8%,17%,-6%,0%,1%,-3%,-9%
CC(=O)NC1C(=O)N(CCN2CCOCC2)c2ccc(F)cc21 (stereo not drawn),-12%,-6%,-1%,4%,5%,4%,-3%,4%,11%
Cc1noc(C)c1CSc1nc2cc(S(=O)(=O)N3CCOCC3)ccc2o1,4%,4%,15%,0%,1%,?,0%,4%,-3%
CC1(C)C2CCC1(CS(=O)(=O)N1CCOCC1)C(=O)C2 (stereo not drawn),0%,-8%,-13%,-23%,-4%,3%,0%,21%,12%
COc1ccc(-c2csc(NC(=O)CSCc3c(C)noc3C)n2)c(OC)c1,?,8%,16µM*,0%,-19%,?,0%,-18%,-1%
CCOC(=O)c1[nH]c(C)c(C(=O)C(C)C)c1C,15%,?,11%,1%,-5%,0%,-26%,0%,17%
CC(C)c1cccc(C(C)C)c1NC(=O)c1ccc(-c2cc(Cl)ccc2Cl)o1,14%,-6%,-10%,.,16%,?,2%,-2%,13%
CCOC(=O)N1CCN(c2ccc3nnnn3n2)CC1,0%,-15%,6%,-4%,25%,?,-14%,14%,?
O=C(CCNS(=O)(=O)c1ccccc1F)N1CCN(Cc2ccccc2)CC1,1%,-4%,15%,1%,9%,-8%,0%,-3%,6%
COc1ccc(Br)cc1CN1C(=O)c2ccccc2C1C(=O)NC1CCCCCC1 (stereo not drawn),9%,.,24%,.,.,-12%,3%,-2%,.
Cc1ccc(C(=O)NCC(=O)NCC(=O)OCc2ccc(Cl)cc2)cc1,-11%,1%,19%,-2%,-9%,2%,5%,-2%,-8%
CC1(C(=O)NS(=O)(=O)C2CC2)CCCN(C(=O)C2(c3ccc(Cl)cc3)CCCC2)C1 (stereo not drawn),4%,4%,8%,.,3%,0%,4%,0%,17%
O=C(OCc1cc(=O)c(OC(=O)c2ccccc2)co1)c1ccccc1,-14%,-2%,0%,0%,11%,?,6%,-12%,3%
Cc1ccccc1CN(C)C(=O)c1ccc2ccccc2n1,-17%,12%,?,2%,-12%,-8%,3%,12%,-10%
CCOc1ccc(OCCCC(=O)NNC(=O)c2ccncc2)cc1,-3%,-15%,-4%,1%,10%,0%,-5%,5%,4%
CCN(CC)CCCN1C(=O)C(=O)/C(=C(/O)c2cc(C)ccc2C)C1c1cccnc1 (stereo not drawn),5%,3%,-14%,-1%,2%,22%,23%,4%,1%
CC1Cc2ccccc2N1S(=O)(=O)c1cccc(C(=O)NCc2ccccn2)c1 (stereo not drawn),?,17%,5%,-4%,0%,-11%,-3%,0%,-4%
COc1cccc(C(=O)NC(=S)N2c3ccccc3CC2C)c1OC (stereo not drawn),?,10%,-15%,8%,7%,4%,?,-9%,1%
CSc1nsc(SC)c1C(=O)Nc1ccc(Cl)cc1,18%,9%,-14%,-11%,0%,5%,32%[activator],-20%,-2%
CC(=O)O[C@@H]1[C@H]2[C@@H](C[C@@H](C)[C@@H]3C=CC(=O)[C@@]13C)OC(=O)[C@@H]2C,-9%,0%,-7%,-30%[inhibitor][9.22 µM],-6%,-10%,-6%,-23%,2%
CCN1CC(CN(C)Cc2cn(-c3ccc(C)cc3)nc2-c2cccc(C)c2)CC1=O (stereo not drawn),?,30%,-5%,0%,-14%,-6%,-1%,-1%,-24%
CCCCNc1cc(F)nc(N)n1,14%,-3%,24%,-1%,-1%,-2%,-23%,-1%,0%
Cc1ccc(C(=O)c2cc([N+](=O)[O-])ccc2N2CCOCC2)cc1C,?,12%,?,.,1.8µM*,3.7µM*,?,16µM*,?

Some of the entries so far, field by field:
O=C(OCc1cc(=O)c(OC(=O)c2ccccc2)co1)c1ccccc1
  GLP-1R inv ag = -14%; GLP1R ag = -2%; TDP-43 yeast inh = 0%; SW480 rereplic = 0%; HT1080 IDH1KD tx = 11%; KB-V1 cytotox = ?; GLP1R cytotox = 6%; KB-3-1 cytotox = -12%; HT1080NT lethal = 3%

Cc1ccccc1CN(C)C(=O)c1ccc2ccccc2n1
  GLP-1R inv ag = -17%; GLP1R ag = 12%; TDP-43 yeast inh = ?; SW480 rereplic = 2%; HT1080 IDH1KD tx = -12%; KB-V1 cytotox = -8%; GLP1R cytotox = 3%; KB-3-1 cytotox = 12%; HT1080NT lethal = -10%

CCOc1ccc(OCCCC(=O)NNC(=O)c2ccncc2)cc1
  GLP-1R inv ag = -3%; GLP1R ag = -15%; TDP-43 yeast inh = -4%; SW480 rereplic = 1%; HT1080 IDH1KD tx = 10%; KB-V1 cytotox = 0%; GLP1R cytotox = -5%; KB-3-1 cytotox = 5%; HT1080NT lethal = 4%

Next entries.
structure,GLP-1R inv ag,GLP1R ag,TDP-43 yeast inh,SW480 rereplic,HT1080 IDH1KD tx,KB-V1 cytotox,GLP1R cytotox,KB-3-1 cytotox,HT1080NT lethal
CN(C)C(=O)c1ccc(NC(=O)COc2cccc(Oc3ccccc3)c2)cc1,7%,1%,?,-8%,3%,-6%,3%,12%,-7%
CC(=O)c1cccc(NC(=O)c2cc(=O)c3ccccc3o2)c1,14%,10%,25%,-13%,7%,-17%,4%,1%,9%
Cc1ccc(-c2nc3ccccc3[nH]2)cn1,35%[activator],3%,-13%,11%,?,4%,-15%,-3%,?
Cc1ccc(NC(=O)CSc2nsc(SCC(=O)Nc3ccc(C)cc3C)c2C#N)c(C)c1,16%,2%,?,-5%,-18%,6%,-9%,?,-1%
COCCn1c(SCC(=O)Nc2ccc(F)cc2F)nc2c(c1=O)SCC2,15%,2%,9%,.,6%,?,-19%,-14%,-4%
O=C1C2C3CCCC3=C3CCCC3C2C(=O)N1c1cccc(Cl)c1 (stereo not drawn),3.5µM*,-2%,11%,-20%,-11%,-11%,2%,?,-7%
COc1cccc(NC(=O)c2sc(NC(=O)c3ccncc3)nc2C)c1,-10%,-1%,3%,-29%,-7%,?,5%,12%,-19%
CCCSc1nc2c(c(=O)[nH]c(=O)n2C)n1Cc1ccccc1,123%[activator],22%,5%,0%,0%,?,15%,-7%,-2%
CCOC(=O)COc1ccc([N+](=O)[O-])cc1,2%,9%,-6%,-17%,14%,-5%,-26%,3%,6%
COc1ccc(C)cc1S(=O)(=O)N1CCC2(CC1)OCCN2S(=O)(=O)c1ccccc1,10%,2%,6%,2%,-2%,0%,9%,-9%,-7%
O=C(OCC(=O)c1c[nH]c2ccccc12)c1ccco1,9%,-5%,-4%,-2%,4%,3%,7%,8%,0%
CCOC(=O)c1sc2ccccc2c1S(=O)(=O)N1CCN(c2ccccc2)CC1,?,0%,12%,.,.,?,17%,-3%,.
COc1cc(CSC)nc(-c2ccccc2)n1,?,27%,-6%,-131%[inhibitor],2%,-3%,-3%,6%,-4%
CSc1nc(C)c2c(c1C#N)CCCC2,24%,14%,5%,0%,2%,3%,3%,1%,-4%
Cc1csc(NC(=O)c2cccn2C)n1,-11%,-5%,6%,-3%,-18%,-7%,-1%,-12%,?
NS(=O)(=O)c1ccc(CCNC(=O)c2cccc([N+](=O)[O-])c2)cc1,-14%,7%,-5%,8%,9%,-15%,0%,-11%,2%
